# F508del corr: F508del CFTR correction, initial screen, CFBE line, single point; CFBE cells, YFP halide quenching; stimulated with forskolin plus potentiator P3; % fluorescence drop versus neutral controls; activity (quench increase), % at 7.58 µM; 350,000 tested, 0.36% active; AID 720511, 2013;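 active = mean added fluorescence quench of at least 8% versus neutral control, with both replicates also reaching 8%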;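 note: cells transiently co-express mutant CFTR-F508del with the halide-sensitive YFP; corrector assay measuring rescue of mutant channel to the surface after 24 h compound exposure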
# ERAP1 inh: human ERAP1 aminopeptidase inhibitors, primary screen, biochemical, single point, plate reader; recombinant ERAP1, Leu-AMC fluorescence, 60 min; inhibition, % at 10.7 µM; 340,000 tested, 0.15% active;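 active = mean replicate inhibition of at least 30%, or all replicates individually reaching that 30% level; inactive = mean below 30% and not every replicate reaching it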;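 note: 0% = neutral control wells and 100% = L-leucinethiol positive control wells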
# Target sequence (Q9NZ08 whole entry, looked up): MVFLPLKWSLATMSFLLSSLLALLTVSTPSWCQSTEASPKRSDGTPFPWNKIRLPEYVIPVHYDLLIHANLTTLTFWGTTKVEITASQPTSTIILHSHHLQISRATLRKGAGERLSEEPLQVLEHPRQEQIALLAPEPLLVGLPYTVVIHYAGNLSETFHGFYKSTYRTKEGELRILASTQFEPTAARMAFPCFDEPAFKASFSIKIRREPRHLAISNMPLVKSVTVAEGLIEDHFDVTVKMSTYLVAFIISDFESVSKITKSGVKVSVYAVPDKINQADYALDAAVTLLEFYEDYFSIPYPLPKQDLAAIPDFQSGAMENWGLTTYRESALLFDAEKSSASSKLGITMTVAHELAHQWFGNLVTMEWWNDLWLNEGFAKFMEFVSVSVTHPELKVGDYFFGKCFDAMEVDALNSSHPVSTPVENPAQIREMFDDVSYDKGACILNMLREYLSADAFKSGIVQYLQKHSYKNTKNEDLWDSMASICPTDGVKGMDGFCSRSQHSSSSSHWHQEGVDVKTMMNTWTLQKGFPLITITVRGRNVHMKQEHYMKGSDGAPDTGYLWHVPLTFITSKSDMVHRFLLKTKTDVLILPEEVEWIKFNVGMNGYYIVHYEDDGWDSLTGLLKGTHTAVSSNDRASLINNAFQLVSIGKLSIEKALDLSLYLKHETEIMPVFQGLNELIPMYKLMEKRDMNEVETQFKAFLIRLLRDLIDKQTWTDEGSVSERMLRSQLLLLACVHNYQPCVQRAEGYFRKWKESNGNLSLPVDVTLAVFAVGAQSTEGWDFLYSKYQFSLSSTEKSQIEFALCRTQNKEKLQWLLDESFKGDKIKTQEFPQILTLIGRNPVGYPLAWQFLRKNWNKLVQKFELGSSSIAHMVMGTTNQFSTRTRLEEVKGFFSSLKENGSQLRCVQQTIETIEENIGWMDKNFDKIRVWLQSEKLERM
# ARNT-TACC3 inh: disruptors of ARNT/TACC3 protein interaction, primary screen, biochemical, AlphaScreen, single concentration. Transforming acidic coiled-coil-containing protein 3 (Homo sapiens), Q9Y6A5. AlphaScreen His-ARNT PAS-B/GST-TACC3 binding, luminescence; TACC3 fragment carries E629A point mutation. inhibition, % at 9.99 µM. 390,000 tested, 0.66% active. AID 623870, 2012;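 active = mean inhibition of replicates at least 50% and at least half of replicates each reaching 50%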;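 note: 0% = complete ARNT plus TACC3 wells and 100% = ARNT alone without TACC3; many hits fall short of the cut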
# RAD52 anneal inh: RAD52 DNA annealing inhibitors, primary screen, biochemical, FRET, single point, set 2; DNA repair protein RAD52 homolog (Homo sapiens), P43351; recombinant RAD52 DNA annealing, FRET fluorescence; inhibition, % at 18.7 µM; 360,000 tested, 0.46% active;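 active = every replicate showing at least 50% inhibition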
# GSIS activator: GLuc luminescence reporter in INS-1E cells, primary screen for activators of glucose-dependent secretion of insulin. AID 743287, 2014. INS-1E GLuc reporter insulin secretion, 2-3 h. activation, % at 16.6 µM. 370,000 tested, 0.61% active;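 active = lowest replicate activation of at least 40%, so every replicate reaches that level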;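 note: 0% = median of neutral control wells and 100% = median of IBMX positive control wells; some compounds called inactive have numbers as strong as hits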
# RAD54 branch: inhibitors of human RAD54 branch migration, primary screen, biochemical, fluorescence, single point | RAD54 Holliday junction branch migration, FAM/BHQ fluorescence | inhibition, % at 10.4 µM | 360,000 tested, 0.14% active;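 active = mean normalized replicate activity at least 40 and at least half of replicates scoring 40 or more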;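 note: 0% = median of neutral control wells and 100% = median of positive control wells; inhibitors cause a drop in the FAM fluorescence signal; in these data hits start at about 50%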
# Xi reactivation: activators of inactive X chromosome reactivation, primary screen, imaging, XiGFP fibroblasts, GFP high-content imaging, set 2; AID 743238, 2013; XiGFP mouse fibroblasts, % GFP-positive cells imaging, 3 d; cells co-treated with 5-aza-dC sensitizer; scaled so ellipticine positive control = 100%; activation, % at 7.58 µM; 360,000 tested, 0.055% active;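 active = mean normalized replicate activation at least 10% and every replicate at or above 10%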;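 note: 0% = median of on-plate neutral control wells and 100% = ellipticine 6 µM median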
#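 System: SV40-immortalized XiGFP fibroblast cells, line 68-5-11 / Incubation: 3-day compound exposure, then 15 min fixation at room temperature / Compound: single concentration per compound, delivered by pin transfer / Buffer or medium: DMEM plus 5-aza-dC sensitizer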
# esBAF inh: Bmi1 luciferase reporter increase in mESCs, primary screen, esBAF inhibitor project, mouse ES cells, Bmi1 luciferase knock-in, single point; 350,000 tested, 2% active; reporter increase, % at 12.5 µM; AID 602393, 2012; 24 h; 100% = twice the neutral-well signal; in the data active = activation above about 40%;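 note: 0% = median of the plate's neutral control wells and 100% = double that signal; a rise in the Bmi1 reporter signal indicates esBAF inhibition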
# Active calls of the source: *; . = no result given.
molecule	F508del corr	ERAP1 inh	ARNT-TACC3 inh	RAD52 anneal inh	GSIS activator	RAD54 branch	Xi reactivation	esBAF inh
CC(=O)[C@H]1[C@H](C#N)C[C@H]2[C@@H]3CC=C4C[C@@H](O)CC[C@]4(C)[C@H]3CC[C@@]21C	-6.6	0	-1	-5	3	-1	-0.1	-10
CN(C)C(=O)[C@H]1[C@H](CO)[C@H]2Cn3c(ccc(C4=CCCCC4)c3=O)[C@@H]1N2CC1CC1	-1.3	-1	-2	-1	12	8	0.1	-2
COc1cccc(NC(=O)N(C)C[C@H]2Oc3cc(-c4ccccc4OC)ccc3S(=O)(=O)N([C@@H](C)CO)C[C@@H]2C)c1	-3.0	-2	10	-36	-23	1	0.3	10
CC(C(=O)OCC(=O)Nc1ccccc1OC(F)F)N1C(=O)C2CC=CCC2C1=O (centres undefined)	1.4	-1	.	-6	-4	2	0.0	-9
COc1cccc(-c2nc(CS(=O)(=O)CC(=O)Nc3c(C)cccc3C)c(C)o2)c1	-4.1	4	-4	-4	.	-6	0.1	4
CC(C)Nc1ncnc2c1ncn2[C@H]1CN(Cc2ccc(-c3ccccc3)cc2)C[C@@H](CO)O1	-0.9	-5	.	-7	-18	4	0.2	-7
Cc1ccc(C)c(N(CC(=O)NCc2ccco2)C(=O)CNS(=O)(=O)c2ccc(F)cc2)c1	-0.1	2	-3	-5	-13	-10	0.2	-3
CCOC(=O)N1CCN(C(=O)c2ccc3c(c2)N=C(CC)c2cc(C)ccc2S3)CC1	-1.9	-7	2	16	-21	-1	0.0	7
C[C@H]1CCCCO[C@H](CN(C)Cc2ccncc2)[C@@H](C)CN([C@@H](C)CO)C(=O)c2cc(NC(=O)Nc3ccc4c(c3)OCO4)ccc2O1	0.4	3	8	23	-23	-8	-0.1	2
COc1ccc(/C=C/C(=O)Nc2ccc(C)cc2)cc1S(=O)(=O)N1CCOCC1	-1.7	.	5	-11	-21	2	-0.2	17
COc1ccccc1CN(C(=O)Cc1cccs1)C(C(=O)NC1CCCC1)c1ccncc1 (centres undefined)	.	.	4	.	-6	-6	.	10
C[C@@H]1CN([C@@H](C)CO)C(=O)c2cccc(NC(=O)C3CCOCC3)c2O[C@H]1CN(C)CC1CC1	-1.1	1	8	2	18	-6	0.2	-1
Cc1cccc(N2C(=O)C3C(c4ccccc4)OC4(C(=O)c5ccccc5C4=O)C3C2=O)c1 (centres undefined)	.	.	-3	.	-1	6	.	4
CCCCN(C(=O)CSCC(=O)Nc1cccc(C)c1)c1c(N)n(Cc2ccccc2)c(=O)[nH]c1=O	-1.9	-1	-27	-3	-27	-2	-0.1	1
COC(=O)C1(CCSC)NC(c2ccc(O)cc2)C2C(=O)N(c3ccc(F)cc3)C(=O)C21 (centres undefined)	-0.1	-2	-3	3	1	-9	0.0	-10
NC(=O)C1=C(c2ccccc2)c2ccccc2C1=O	2.7	3	-7	-15	-8	-8	-0.1	6
COc1cc(OC)c(C2=NOC(C(=O)Nc3ccc4c(c3)OCO4)C2)cc1Cl (centres undefined)	-2.0	-2	3	-1	2	.	-0.2	.
O=c1ccc(-c2nc3ccccc3n2Cc2ccc(Cl)cc2)c[nH]1	.	0	2	-26	-28	-3	0.4	0
COC(=O)C1[C@H]2SC(C)(C)C(C(=O)OC)N2C(=O)N1Cc1nc2ccccc2s1 (some centres undefined)	-2.5	.	1	-15	13	-2	1.1	0
Cn1cc(C(=O)NS(=O)(=O)Nc2ccc(Br)cn2)c2ccccc21	0.9	-3	3	-18	5	.	0.1	.
COc1ccccc1/C=C\C=N\NC(=O)c1ccco1	0.1	-1	-7	-7	-9	-8	0.0	18
Cc1ccc(S(=O)(=O)N(C)C[C@@H]2Oc3ccc(NC(=O)Cc4cn(C)c5ccccc45)cc3CC(=O)N([C@H](C)CO)C[C@@H]2C)cc1	2.0	3	4	-3	-4	5	-0.4	-3
CCN(CC)C(=O)c1cccc(NC(=O)c2cc(C3CC3)nc3c2cnn3C(C)C)c1	1.6	-1	-1	-17	-14	-2	0.0	19
Cc1ccccc1CN1CCNC(=O)C1CC(=O)O (centres undefined)	-1.5	-1	-3	-20	-1	11	-0.1	-4
C[C@H](CO)N1C[C@H](C)[C@@H](CN(C)C(=O)c2ccccc2)Oc2cc(C#CC3CC3)ccc2S1(=O)=O	-7.7	0	31	28	-12	5	-1.2	7
CC(C)N(CCC#N)C(=O)Nc1ccc2c(c1)CCO2	-2.3	.	4	-18	20	.	0.2	.
COc1ccc(/C=N/NC(=O)CNC(=O)c2ccc3c(c2)OCCO3)cc1OC	0.2	1	.	10	0	.	0.4	.
CCS(=O)(=O)c1nc(S(=O)(=O)c2ccc(C)cc2)c(NCCCn2ccnc2)s1	1.4	-3	5	-4	21	-6	0.2	-2
CCOC(=O)C1=CCN(S(=O)(=O)c2ccc(C)cc2)C1c1ccc(Cl)cc1 (centres undefined)	-1.5	-3	.	8	2	0	0.0	-14
CC1CC(C)(C)NC(=S)N1CCC(=O)N1CCc2ccccc2C1 (centres undefined)	1.1	2	.	-4	23	.	-0.2	.
COC(=O)c1cccc(C(=O)Nc2ccc(F)cc2)n1	.	.	35	.	1	-9	.	4
COc1cccc(CNC(=O)c2cc3c(cc2Cl)N2CCCCCC2=NS3(=O)=O)c1	1.8	2	3	-38	9	.	0.0	.
O=C(Nc1ccc2c(c1)[C@H]1C[C@@H](CC(=O)N3CCc4ccccc4C3)O[C@H](CO)[C@H]1O2)c1ccc2c(c1)OCO2	-0.8	-1	14	-8	-18	-5	0.0	22
O=[N+]([O-])c1ccc(CN2CCCCCC2)s1	.	13	-1	-1	-5	1	0.6	.
CSCC[C@H](NC(=O)Nc1cccc(Br)c1)C(=O)O	2.1	-2	6	-9	28	-4	0.0	.
CCSc1ncnc2sc3c(c12)CCC3	.	.	-2	.	43*	-8	.	-3
COC(=O)c1ccc2c(CCO)c[nH]c2c1	1.8	4	-7	-9	4	-3	0.0	22
c1ccc(-c2nnc(-c3ccccn3)s2)nc1	.	5	3	-1	-1	-2	-0.1	-82
CC(C)CN(C(=O)C(c1ccccc1)c1ccccc1)c1c(N)n(CC(C)C)c(=O)[nH]c1=O	0.5	1	-8	2	-3	-6	-0.2	1
O=C(NCC1CC1)[C@H]1[C@H](CO)[C@H]2Cn3c(ccc(-c4ccccc4F)c3=O)[C@@H]1N2Cc1ccccc1	-0.7	.	.	5	-15	-12	0.0	0
CC=Cc1ccc2n(c1=O)C[C@H]1[C@H](CO)[C@@H](C(=O)N[C@H](C)c3ccccc3)[C@@H]2N1CC (mixture of isomers)	.	-1	-3	-17	16	2	0.5	5
O=C(O)C12CC3CC(C1)CC(n1ncc(NCc4ccco4)c(Cl)c1=O)(C3)C2	1.6	1	1	-30	.	.	-0.1	.
COc1ccc(CN2C[C@@H](C)[C@H](OC)CN(C)C(=O)c3cc(NC(=O)c4nc5ccccc5s4)ccc3OC[C@@H]2C)cc1	-0.3	2	10	-2	-17	5	0.3	2
Cc1nc(N)[nH]c(=O)c1CCCNc1ccc([N+](=O)[O-])cc1	-0.2	-2	4	-7	-3	-18	0.1	24
C[C@@H]1CCCCO[C@@H](CN(C)C(=O)NC2CCCCC2)[C@H](C)CN([C@@H](C)CO)C(=O)c2cc(NC(=O)Nc3ccc(C(F)(F)F)cc3)ccc2O1	2.5	-1	-3	9	5	7	0.0	16
CCOc1ccc(NC(=S)NCCN2CCN(Cc3ccccc3)CC2)cc1	-0.5	.	7	0	-19	9	-0.2	2
Cc1ccc(S(=O)(=O)N2CCC(C(=O)NCC(C)(C)N3CCOCC3)CC2)c(C)c1	4.2	0	1	1	-2	-14	0.2	-15
COc1cc(/C=C2/SC(=S)N(CCC(=O)N3CCN(C)CC3)C2=O)cc(OC)c1OC	-2.7	0	.	-35	-2	6	0.1	-1

# 3 entries out of the list above, sorted by their value in F508del corr, rising:
Compound	F508del corr
Cc1nc(N)[nH]c(=O)c1CCCNc1ccc([N+](=O)[O-])cc1	-0.2
C[C@@H]1CCCCO[C@@H](CN(C)C(=O)NC2CCCCC2)[C@H](C)CN([C@@H](C)CO)C(=O)c2cc(NC(=O)Nc3ccc(C(F)(F)F)cc3)ccc2O1	2.5
Cc1ccc(S(=O)(=O)N2CCC(C(=O)NCC(C)(C)N3CCOCC3)CC2)c(C)c1	4.2

# Continued.
molecule	F508del corr	ERAP1 inh	ARNT-TACC3 inh	RAD52 anneal inh	GSIS activator	RAD54 branch	Xi reactivation	esBAF inh
CCCN(CC(=O)Nc1ccc(C(N)=O)cc1)CC(=O)Nc1ccc(Cl)cc1Cl	.	1	0	0	-2	.	0.0	.
Cc1nc(-c2nnc(-c3ccccc3)o2)c(C(F)(F)F)o1	3.8	.	1	-2	-12	-1	0.0	19
O=C(O)CCn1cc(-c2ccc(F)cc2)nc1-c1ccncc1	-0.9	-4	-3	-7	-10	-2	0.0	-1
NC(=O)N[C@@H](Cc1c[nH]c2ccccc12)C(=O)OCC(=O)N1CCCCC1	-0.7	1	4	-10	1	.	0.0	.
CCCC(=O)N1CC2(CCN(C(C)=O)CC2)c2c(n(C)c3cc(OC)ccc23)[C@H]1CO	-2.2	-4	.	4	7	.	0.2	.
C/C(=N\n1c(C)nc2ccccc2c1=O)c1ccc(N)cc1	-2.2	-1	.	-33	4	-2	-0.1	-2
Cc1ccsc1-c1nc(CN2CCCC2c2ccc(F)cc2)c(C)o1 (centres undefined)	-0.9	-2	-1	-39	4	.	-0.2	.
Cc1nnsc1S(=O)c1ccc(Br)cc1 (centres undefined)	-6.8	0	-5	-18	14	-4	-0.1	-18
CC(=O)Oc1ccc(/C(C)=N/N2CCN(Cc3ccc(C)cc3)CC2)cc1	-2.3	0	25	-13	-3	1	0.1	-7
O=C(C[C@@H]1CC[C@H](NC(=O)Nc2ccccc2F)[C@@H](CO)O1)NCc1ccc(-c2ccccc2)cc1	1.4	1	.	-5	-4	.	-0.2	.
COC(=O)c1sc(S(=O)(=O)NCc2cccs2)c(C(=O)OC)c1C	-2.1	-2	-8	-3	-4	-6	.	-2
C[C@@H]1CN([C@@H](C)CO)C(=O)c2cc(NC(=O)Nc3ccc4c(c3)OCO4)ccc2O[C@@H](C)CCCCO[C@@H]1CN(C)Cc1ccc(C(=O)O)cc1	-0.6	0	4	18	10	-1	-0.8	14
O=C(NCCCO)C(=O)NCc1ccncc1	-2.3	-3	-4	-4	0	.	0.1	.
CCCSc1nc2c(c(=O)[nH]c(=O)n2C)n1Cc1ccccc1	2.9	-3	3	-3	69	-2	0.0	4
COc1ccc(CNC(=O)CN(C)CC(=O)Nc2ccccc2Br)cc1	1.8	-3	-2	-7	-7	-6	0.0	5
COc1ccc(CN2C(=O)c3ccccc3C2C(=O)NC2CCCCCC2)c(OC)c1 (centres undefined)	0.3	0	2	-16	-34	3	0.1	-4
Cn1c(SCc2ccc([N+](=O)[O-])cc2)nc2c(c1=O)SCC2	1.7	9	1	-9	-1	.	0.1	.
COC(=O)c1ccc(NC(=O)c2cccc(NC(=O)c3ccccc3)c2)cc1	3.4	1	3	-14	7	-1	0.1	7
C[C@H](NC(=O)C[C@@H]1C=C[C@H](NC(=O)Nc2ccc3c(c2)OCO3)[C@H](CO)O1)c1ccccc1	-2.1	.	.	.	-7	.	0.1	-11

# Source: PubChem
